# Ins promoter up: insulin promoter activators in MIN6 cells, imaging, high-content screening, mouse beta cells; MIN6 insulin promoter-GFP reporter; hits give high values; z-score at 5 µM; 190,000 compounds, 0.3% hits; AID 1625, 2009;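 active = z-score above 3 at 5 µM with at least 500 cells counted in the well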
# Autophagy mod: autophagy modulators in MEF cells, primary screen, imaging, high-content, MEF GFP-LC3 | MEF GFP-LC3 puncta imaging; test concentration mostly 10 µM | calls only at 10 µM (by protocol) | 190,000 compounds, 0.98% hits | AID 463193, 2010;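 active = percentage of spot-positive cells more than 3 SD above its plate mean, without a fluorescence outlier flag or 80% toxicity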;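 note: spot-positive cell cutoff set from DMSO-treated cells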
# Yfh1-off respiration: enhancers of respiration in Yfh1-depleted yeast, dose response, Friedreich's ataxia, plus single-dose screen (AID 1465); S. cerevisiae Yfh1-off respiration, WST-1 reduction, 72 h; higher fold induction means a stronger effect; one-dose fold induction at 50 µM; EC50 in µM for titrated hits; 220,000 compounds, 0.074% hits;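 active = fold induction of absorbance versus untreated yeast above a set limit, then at least 30% activation at any dose in follow-up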;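 note: activators that raise dye reduction in frataxin-depleted yeast; strong numbers were not always called active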
# P. falciparum M17LAP: P. falciparum M17LAP inhibitors, primary screen, biochemical, fluorogenic H-Leu-NHMec substrate, 1536-well (AID 1619); 220,000 compounds, 0.38% hits; one-dose inhibition, % at 30 µM; IC50 in µM for titrated hits; recombinant M17LAP, H-Leu-NHMec fluorogenic kinetic assay; higher % means a stronger effect;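 active = compound inhibiting the enzyme by more than half at any dose during confirmatory dose-response retesting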;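 note: plate controls were full reaction with DMSO carrier for no effect and no enzyme background for full effect; strong numbers were not always called active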
# MT stabilize HCS: microtubule stabilizers in HeLa cells, primary screen, imaging, high-content imaging. HeLa tubulin immunostaining HCS, 24 h; share of cells brighter than vehicle mean+2SD. % tubulin-high responders, % at 10 µM. 200,000 compounds, 0.83% hits;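 active = plate Z-score above 3 for both tubulin-high and condensed-nucleus cell shares, with cell loss under 80%, at 10 µM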;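 note: anti alpha tubulin signal scored within the nucleus-defined area of each cell; some results filed as inactive read as strong as hits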
# HEK293 NOD2/NF-kB: NOD2 signaling inhibitors, cell-based, luminescence, uHTS, HEK293 (AID 1566) | HEK293 NOD2/NF-kB luciferase reporter, luminescence; higher % means a stronger effect | one-dose inhibition, % at 4 µM; EC50 in µM for titrated hits | 290,000 compounds, 0.63% hits; in the data active = inhibition above about 50%; note: many of its hits are not listed in these tables
# bCat nuc transl: modulators of beta-catenin nuclear translocation, primary screen, imaging, HeLa cells, immunofluorescence, high-content | nuclear translocation activity, % at 5 µM | 190,000 compounds, 0.3% hits | AID 1665, 2009;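 active = nuclear translocation activity above 50% at 5 µM, with a well cell count of 50 or more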;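 note: per-cell ratio of nuclear to cytoplasmic median beta-catenin stain intensity; plate controls were DMSO negative control for no effect and GSK-3 inhibitor IX positive control for full effect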
#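 Read-out: Nuclear/cytoplasmic beta-catenin signal ratio, % activation | Assay system: Human HeLa cell line | Times: 24 h compound exposure at 37°C, 5% CO2 | Signal: Fluorescence imaging of beta-catenin antibody stain plus DAPI | Dosing: 5 µM primary, 0.02–20 µM confirmation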
# NOD1 NF-kB reporter: NOD1 signaling inhibitors, primary screen, cell-based, luminescence, uHTS (AID 1578); one-dose inhibition, % at 4 µM; EC50 in µM for titrated hits; NOD1-driven NF-kB luciferase reporter cells, luminescence; higher % means a stronger effect; 290,000 compounds, 1% hits; in the data active = inhibition mostly above about 36%, no sharp cut-off; inactive = mostly below about 34%;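 note: HEK-293T reporter cells stimulated with the NOD1 agonist gamma-tri-DAP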
# Dynein transport: inhibitors of GR-EGFP nuclear translocation, primary screen, dynein cargo transport inhibitor project, imaging, high-content, 3617.4 mouse cells. test concentration mostly 20 µM; stimulated with dexamethasone, 1 µM; hits give low values. z-score, hits read low. 220,000 compounds, 0.47% hits;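 active = plate z-score of nuclear minus cytoplasmic receptor signal below a set negative limit, without overly bright fluorescence or cell loss, cut at about -3.5 in these data, passing the limit was not always enough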;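 note: z-score of nuclear minus cytoplasmic ring GR-EGFP intensity difference per well; some compounds called inactive have numbers as strong as hits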
#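 medium = tetracycline-free induction medium containing charcoal-stripped FBS | also added = 1.0 µM final dexamethasone stimulus | schedule = 48 h induction, 1 h compound, 30 min dex at 37 °C | technique = fixed, Hoechst-stained cells imaged at 10x for EGFP | measure = GR-EGFP nuclear translocation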
# Dynein transport cytoplasmic EGFP: recorded beside Dynein transport, whose call it bears; z-score; measured here: cytoplasmic GR-EGFP intensity; hits give high values
# Dynein transport nuclear GR-EGFP: also measured in Dynein transport; calls as there; z-score; measured here: nuclear GR-EGFP intensity;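 lower value marks the stronger effect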
# Dynein transport cell count: also measured in Dynein transport; calls as there; z-score; measured here: cell count per field
# Ins promoter up cell count: second read-out of Ins promoter up, no call of its own (marks repeat the call); cell count; measured here: cytotoxicity, nuclei count;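 total cells summed across four imaged fields per well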
# bCat nuc transl cell count 5 µM: also measured in bCat nuc transl; calls as there; cell count; measured here: cell count, cytotoxicity flag
# MT stabilize HCS Hoechst-high %: second read-out of MT stabilize HCS, no call of its own (marks repeat the call); % Hoechst-high responders; measured here: nuclear condensation Hoechst responders;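 share of cells brighter than vehicle mean plus two SD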
# MT stabilize HCS cytotoxicity %: also measured in MT stabilize HCS; calls as there; toxicity, %; measured here: cytotoxicity by cell density;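 0% = mean cell density of plate MIN control wells and 100% = no cells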
# Autophagy mod cell loss 18 h: further read-out of Autophagy mod, marked with its call; toxicity, %; measured here: cell loss, nuclei count;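 cell loss after 18 h compound exposure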
# Starred values were filed as active, the others as inactive; i = inactive; / = not tested or not shown; + = active, no number. A portion of the library; rates above refer to the full screens.
SMILES,Ins promoter up,Ins promoter up cell count,Autophagy mod,Autophagy mod cell loss 18 h,Yfh1-off respiration,P. falciparum M17LAP,MT stabilize HCS,MT stabilize HCS Hoechst-high %,MT stabilize HCS cytotoxicity %,HEK293 NOD2/NF-kB,bCat nuc transl,bCat nuc transl cell count 5 µM,NOD1 NF-kB reporter,Dynein transport,Dynein transport cytoplasmic EGFP,Dynein transport nuclear GR-EGFP,Dynein transport cell count
CC1CN(c2nc3c(c(=O)n(C)c(=O)n3C)n2Cc2c(F)cccc2Cl)CC(C)O1 (stereo not given),0.15,1129,i,-1,i,3%,2.4,2.4,5.5,9%,-2.8,942,-15%,-0.51,-0.28,-0.045,1.5
CC(C(=O)Nc1ncc2c(n1)CC(C)(C)CC2=O)N1C(=O)c2ccccc2C1=O (stereo not given),0.65,1171,i,44,i,0%,1.6,1.1,5.6,9%,-3.8,978,-6%,-0.09,-0.21,-0.027,0.19
COc1ccc(C(O)P(=O)(OC2CCCCC2)c2ccc(N(C)C)cc2)cc1OC (stereo not given),0.3,1213,i,-13,i,17%,4.3,2.8,5.9,-5%,-1.6,863,4%,3.1,-0.22,2,-1.9
CN(Cc1ccccc1)C(=O)c1nc2ccccn2c1CNCCn1cccn1,0.08,1473,i,11,i,2%,3.1,2.3,2.5,-22%,-2.7,902,34%,0.77,0.22,0.58,-0.75
Cn1c(=O)c2c(=O)cc(N)[nH]c2n(C)c1=O,0.29,1384,/,/,i,3%,/,/,/,4%,-1.4,1110,-3%,0.36,0.18,0.15,-0.18
COc1ccc(CCNC(=O)CSc2cn(Cc3cccc(C)c3)c3ccccc23)cc1OC,-0.76,1282,i,28,i,-14%,3.2,1.1,11,5%,0.3,569,-13%,0.0021,-0.27,0.71,0.33
CS(=O)(=O)c1ccc(S(=O)CC(=O)Oc2ccc(Cl)cc2)c([N+](=O)[O-])c1 (stereo not given),0.23,1254,i,-3,i,6%,3.0,2.8,8.5,20%,0.5,1114,47%*,-6.5*,1.9*,-2.5*,0.5*
CCOC(=O)c1oc2ccc(/C=N/O)c(Cl)c2c1C,0.15,1503,i,-2,i,14%,5.1,2.6,6.2,-66%,0.4,1428,-3%,0.14,-0.3,0.19,0.34
Cc1cccn2c(=O)c(C=O)c(N3CCCCC3)nc12,0.12,1368,i,-11,i,-1%,2.7,0.9,3.5,6%,1.1,995,-23%,0.87,0.27,1.2,-1.3
CCCc1nn(C)c(C(=O)Nc2ccc(CC)cc2)c1Cl,-0.45,1323,i,5,i,6%,1.6,2.6,2.1,8%,-1.0,488,-12%,-0.082,-0.33,-0.4,0.54
Cc1ccccc1-n1c(N)cc(=O)[nH]c1=S,-1.9,1163,i,9,i,-2%,1.1,2.5,34,4%,-0.7,1110,4%,0.098,-0.21,0.41,-0.94
CNC(=O)c1ccc(OC2CSC2)cc1,0.38,1005,i,1,i,-5%,1.0,0.6,11,20%,-1.2,1160,-8%,-0.2,0.37,0.23,-0.024
O=C(COC(=O)c1ccccc1NC(=O)c1ccco1)NCC1CCCCC1,/,/,i,-8,i,-2%,1.7,1.8,7.8,2%,/,/,-33%,0.033,-0.24,0.68,1.3
COc1ccc(C(=O)O/N=C(/c2ccccc2)c2ccncc2)cc1OC,-0.88,1329,i,22,i,2%,3.3,2.6,13,9%,-0.4,1105,-5%,2.5,-0.06,1.2,-1.2
CCOc1cc(C)c(C(C)C)cc1S(=O)(=O)NCc1ccccn1,-0.45,1957,i,1,i,1%,1.8,1.7,7.4,16%,-0.7,1045,-4%,-0.8,-0.24,-0.49,0.41
c1ccc(N2CCN(c3nc(-c4cccs4)nc4ccccc34)CC2)cc1,0.03,1336,i,-1,i,0%,1.1,3.4,8.3,18%,-1.6,499,8%,0.89,-0.23,0.56,-1
CC(=O)C1=C(O)C(=O)N(Cc2cccnc2)C1c1ccccc1 (stereo not given),0.11,1185,i,1,i,7%,3.4,1.5,7.7,9%,2.5,1014,-10%,-0.45,-0.27,-0.83,0.4
CC(=O)C1=C(C)NC(SCC(=O)c2ccc(Cl)cc2)=C(C#N)C1c1ccco1 (stereo not given),1.1,1145,+,15*,i,18%,4.3,1.6,13,10%,-1.5,907,-11%,0.83,2.1,1.4,-1.6
CC(C)Nc1ncnc2ccc(Br)cc12,-2,659,i,-10,i,13%,2.2,1.9,6.5,43%,-0.5,527,88%*,1.4,-0.11,2.4,-1.4
O=C(COC(=O)CC1CC2CCC1C2)Nc1ccc(F)cc1 (stereo not given),-0.12,1289,i,4,i,0%,4.4,2.9,6.4,-3%,-1.8,1085,-33%,0.32,-0.25,0.37,-0.13
Cc1nnc(SCC(=O)Nc2ccc(Br)cn2)[nH]c1=O,/,/,i,25,i,13%,3.6,2.9,5.7,3%,-0.8,1045,-22%,0.18,-0.11,0.046,0.33
CC(C)(C)c1ccc(/C=C2\Oc3c(ccc(O)c3CN3CCN(CCO)CC3)C2=O)cc1,-0.25,1070,/,/,i,15%,/,/,/,18%,-0.3,1117,-12%,1.4,-0.14,0.68,-1.4
O=C(CSc1nnc(COc2ccccc2)n1Cc1ccco1)NCc1ccco1,-0.38,1187,i,12,i,28%,4.2,2.9,12,-12%,-6.9,960,9%,-0.15,-0.21,0.021,-0.31
CCCCCCn1c(SCCC)nc2c1c(=O)[nH]c(=O)n2C,-2.4,1082,i,3,i,8%,4.2,7.1,5.6,14%,1.8,1111,2%,0.5,-0.3,0.25,-0.39
Cc1cc(NC(=O)CN2CCC(C)CC2)no1,1.7,1219,i,-15,i,6%,3.6,3.0,7.9,15%,-0.4,904,-8%,0.68,-0.21,0.38,-0.083
COc1ccccc1N1CCN(C2=CC(=O)CCC2)CC1,0.35,940,i,-39,i,6%,2.1,1.9,1.0,2%,6.3,688,-5%,1.3,-0.12,1.2,-0.57
COc1nc(N2CCOCC2)nc(C)c1[N+](=O)[O-],0.13,1389,i,3,i,3%,2.8,1.4,1.4,2%,-1.8,499,-39%,0.62,-0.15,1.2,-2.3
CCCCSc1nnc([C@H](C)NC(=O)OC(C)(C)C)o1,0.13,1098,i,1,i,-1%,3.5,1.2,44,13%,0.2,963,-8%,-0.28,-0.24,0.13,-0.24
CCOC(=O)c1nc(C)n(-c2cc(Cl)ccc2Cl)n1,1.3,1221,i,-30,i,-1%,2.1,1.9,8.4,10%,-0.3,784,1%,0.13,-0.18,-0.24,0.15
CC(=O)c1nnn(-c2ccc(Cl)cc2C#N)c1C,-0.3,1046,/,/,i,-2%,/,/,/,1%,1.3,1299,-2%,-0.024,-0.26,0.04,0.59
O=[n+]1c2c(n([O-])c3ccccc31)CCCC2,0.05,965,i,4,i,17%,1.8,1.2,5.5,19%,/,/,-4%,-0.37,0.045,-0.33,0.1
Cc1cccc(OC(=O)c2cn(C)nc2C(F)(F)F)c1C,0.43,778,i,9,i,-5%,2.4,1.9,7.3,7%,/,/,14%,1.3,0.17,0.95,0.051
Cc1ccc(C2(C)NC(=O)N(CC(=O)NCCC3=CCCCC3)C2=O)cc1 (stereo not given),0.18,932,i,-3,i,-9%,1.7,1.5,8.1,-12%,-4.6,1037,-8%,-0.54,0.44,0.089,0.11
O=C(CN1CCN(c2ccccn2)CC1)N1c2ccccc2Sc2ccc(C(F)(F)F)cc21,-1.3,924,i,3,i,3%,1.0,1.5,9.5,11%,0.1,1125,29%,-0.37,-0.22,-0.29,0.62
Cc1ccc(C2CCN(C(=O)Nc3ccc(F)cc3)C2)cc1 (stereo not given),0.47,1229,i,3,i,-1%,2.3,2.5,5.6,-51%,-0.8,1220,-45%,0.4,-0.25,0.33,-0.39
CCOC(=O)C1(CCOc2ccccc2)CCN(CCCn2cccn2)CC1,-0.98,1274,i,-15,i,-2%,3.3,2.6,9.7,-3%,2.1,1086,-39%,-0.4,-0.21,-0.13,0.3
CCOC(=O)CSc1n[nH]c(NC(=O)NC(C)C)n1,1.1,1407,i,7,i,-4%,1.4,0.9,4.2,11%,0.4,1100,-21%,-0.17,-0.11,0.094,0.41
COc1cccc(NC=C2C(=O)OC3(CCCCC3)OC2=O)c1,0.02,1247,i,13,i,9%,1.9,2.6,7.3,-40%,-3.4,1063,-35%,-0.7,-0.14,0.015,0.26
COc1ccccc1NC(=O)N1CCCC1,0.73,1344,i,-27,i,-1%,5.2,0.9,8.0,11%,-0.1,1488,-21%,2.3,-0.023,1.1,-0.99

# Shown as a hit in NOD1 NF-kB reporter, among the entries above:
smiles | P. falciparum M17LAP | MT stabilize HCS Hoechst-high % | HEK293 NOD2/NF-kB | NOD1 NF-kB reporter | Dynein transport | Dynein transport cytoplasmic EGFP | Dynein transport nuclear GR-EGFP | Dynein transport cell count
CS(=O)(=O)c1ccc(S(=O)CC(=O)Oc2ccc(Cl)cc2)c([N+](=O)[O-])c1 (stereo not given) | 6% | 2.8 | 20% | 47%* | -6.5* | 1.9* | -2.5* | 0.5*
CC(C)Nc1ncnc2ccc(Br)cc12 | 13% | 1.9 | 43% | 88%* | 1.4 | -0.11 | 2.4 | -1.4

# Bioassay records from PubChem.
